# Screening results: PubChem, several laboratories
# CHRM5 agonist: agonists of human muscarinic M5 receptor (CHRM5); P08912; CHO-K1 hM5 cells, Fluo-8 calcium fluorescence; 0% DMSO wells, 100% maximal acetylcholine response; activation, % at 3 µM; 360,000 tested, 0.19% active; AID 624037;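 active = activation above the run's mean over test compounds plus 3 SD, cut at about 23% in these data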;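 note: signal is peak over basal fluorescence ratio across the kinetic read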
# Target sequence (P08912 whole entry, looked up): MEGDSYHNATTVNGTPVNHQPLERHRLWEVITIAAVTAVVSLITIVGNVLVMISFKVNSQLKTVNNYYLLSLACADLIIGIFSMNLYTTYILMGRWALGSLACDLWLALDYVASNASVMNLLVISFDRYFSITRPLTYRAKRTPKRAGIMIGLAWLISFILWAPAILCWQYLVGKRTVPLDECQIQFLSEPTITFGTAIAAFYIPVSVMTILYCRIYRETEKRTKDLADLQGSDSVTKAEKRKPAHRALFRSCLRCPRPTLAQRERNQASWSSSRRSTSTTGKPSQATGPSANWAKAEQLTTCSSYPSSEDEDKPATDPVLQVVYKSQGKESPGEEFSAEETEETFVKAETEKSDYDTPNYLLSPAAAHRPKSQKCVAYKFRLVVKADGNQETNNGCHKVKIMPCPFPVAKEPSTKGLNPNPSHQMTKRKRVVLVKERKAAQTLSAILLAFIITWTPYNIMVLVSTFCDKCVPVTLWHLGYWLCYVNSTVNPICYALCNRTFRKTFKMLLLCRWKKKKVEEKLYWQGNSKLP
# CRFBP-R2 block: antagonists of CRF-binding protein/CRF-R2 receptor complex; HEK293 CRF-R2/CRF-BP, CRF-induced calcium fluorescence; inhibition, % at 11.8 µM; 350,000 tested, 0.59% active;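 active = inhibition of the ligand-induced calcium signal above about 50% at the single tested concentration, limit read from the data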
# CRFR2-BP ag: agonists of human CRF-binding protein/CRF-R2 receptor complex; 350,000 tested, 0.46% active; activation, % at 13.2 µM; AID 588473; HEK293 CRF-R2/CRF-BP, calcium dye fluorescence (FLIPR); percent of saturating CRF peptide response;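 active = activation of at least 50%, plus an integration ratio under a set limit after plate pattern correction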;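 note: plate controls were neutral control wells without compound for no effect and CRF at EC100 for full effect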
# M4 ag: CHRM4 agonism in calcium assay; CHO-K1 hM4/Gqi5, Fluo-8 calcium fluorescence; vehicle 0%, full acetylcholine response 100%; activation, % at 3 µM; 360,000 tested, 0.14% active;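 active = activation above the run mean over all test wells plus 3 SD, cut at about 32% in these data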;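 note: peak over basal fluorescence ratio per well then scaled between controls; 0% = DMSO wells and 100% = acetylcholine at EC100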
# M5 antag: CHRM5 antagonism in calcium assay; 360,000 tested, 0.59% active; CHO-hM5 cells, Fluo-8 calcium fluorescence, ACh EC80; inhibition, % at 3 µM; P08912;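 active = inhibition above a per-plate cutoff, the mean of that plate's test compounds plus 3 SD, cut at about 27% in these data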;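 note: 0% = acetylcholine EC80 with DMSO and 100% = DMSO without agonist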
# CHRM1 PAM: potentiates human M1 receptor response to acetylcholine. P11229. CHO-K1 hM1, Fluo-8 calcium fluorescence, ACh EC20; 0% = ACh EC20, 100% = maximal ACh. activation, % at 3 µM. 360,000 tested, 0.088% active. AID 588819; in the data active = activation above about 19%, passing the limit was not always enough
# CHRM4 PAM: potentiates acetylcholine response at human M4 receptor | 360,000 tested, 0.4% active | activation, % at 3 µM | CHO-K1 hM4/Gqi5, Fluo-8 calcium fluorescence, ACh EC20; 0% = ACh EC20, 100% = maximal ACh | P08173;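 active = activation above its plate's cutoff, the mean activation of sample wells plus 3 SD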; note: some results filed as inactive read as strong as hits
# CHRM5 PAM: positive allosteric modulators of human muscarinic M5 receptor; P08912; CHO-K1 hM5, Fluo-8 calcium, ACh EC20 PAM; 0% = ACh EC20, 100% = ACh EC100; activation, % at 3 µM; 360,000 tested, 0.3% active; AID 624038;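 active = activation above the run cutoff, the mean activation of all test compounds plus 3 SD, cut at about 18% in these data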
#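 system = human M5 receptor in CHO-K1 cells | reagent = EC20 acetylcholine as agonist stimulus | compound dosing = single-point, 3 µM nominal | incubation = Fluo-8 loading 80 min at 37 °C plus 30 min room temperature | detection = Fluo-8 calcium dye fluorescence, kinetic read | benchmarks = low control EC20 acetylcholine (0%), high control EC100 acetylcholine (100%)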
# CHRM4 antagonist: CHRM4 antagonism in calcium assay; P08173; CHO-hM4 cells, ACh EC80, Fluo-8 calcium fluorescence; inhibition, % at 3 µM; 360,000 tested, 0.73% active;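 active = inhibition above its plate's cutoff, the mean inhibition of sample wells plus 3 SD, cut at about 27% in these data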;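 note: 0% = acetylcholine EC80 with DMSO and 100% = DMSO without agonist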
# * marks the source's active call; other numbers are inactive results; / = no result given. This is a random part of the collection (roughly 2.6% active in at least one column).
item	SMILES	CHRM5 agonist	CRFBP-R2 block	CRFR2-BP ag	M4 ag	M5 antag
1	O=[N+]([O-])c1ccc(O)c(/C=N/Nc2nn[nH]n2)c1	0	-10	-2.6	4	-3
2	CCOC(=O)N1CCN(S(=O)(=O)c2ccc(C(=O)Nc3nnc(CC)o3)cc2)CC1	0	22	0.2	1	2
3	COc1ccc(-n2c(SC3CCOC3=O)nc3ccccc32)cc1 (stereo not drawn)	-5	-13	1.3	0	-4
4	Cc1cc(=O)n2nc(N3CCC(C(=O)NCc4ccccc4)CC3)sc2n1	-3	4	0.5	2	5
5	CCOC(=O)[C@H]1[C@H]2COc3ccccc3[C@@H]2N2C(=O)c3c(C)cc(C)cc3NC(=O)[C@@]12C	-4	0	-1.0	0	15
6	COc1cccc(-n2nc(C(=O)N3CC(C)CC(C)C3)c3ccccc3c2=O)c1 (stereo not drawn)	-4	-6	-1.7	3	3
7	O=C(/C=C1\NC2(CCCC2)Cc2ccccc21)C(=O)N/N=C/c1ccc(O)c(O)c1	4	-69	2.3	-1	11
8	OC(CCc1cccc(Cl)c1)c1cccs1 (stereo not drawn)	-1	-16	1.4	13	10
9	CCOC(=O)C1(c2ccccc2)NC(c2ccccc2C)C2C(=O)N(c3ccc4c(c3)OCO4)C(=O)C21 (stereo not drawn)	-2	-5	0.0	0	-4
10	O=C(NC(=S)Nc1ccc(CN2CCOCC2)cc1)c1cccc([N+](=O)[O-])c1	-1	9	2.3	4	-6
11	CCCCSCCCNC(=O)Nc1cccc(OC)c1	3	-4	-0.8	9	8
12	COc1ccc(OCCCn2ccnc2)cc1	-1	-8	0.1	0	7
13	O=C(O)CNS(=O)(=O)c1cccc(Cl)c1	2	-9	-0.2	1	5
14	CCOc1cccc2sc(N(CCN(C)C)C(=O)c3ccc(Br)s3)nc12	-10	-4	-1.9	1	2
15	CC(NCCc1ccc(O)cc1)C(O)c1ccc(O)cc1 (stereo not drawn)	-1	15	-1.2	0	-9

item	CHRM1 PAM	CHRM4 PAM	CHRM5 PAM	CHRM4 antagonist
1	-2	24*	1	-5
2	6	3	-1	-3
3	0	3	5	-11
4	-1	-2	-3	-7
5	5	0	-2	-2
6	5	6	-7	-14
7	19	-15	-7	8
8	-5	-10	-8	3
9	-5	-1	2	5
10	2	12	2	-2
11	-5	-6	-8	3
12	4	-7	-5	8
13	6	12	4	-7
14	2	-4	0	0
15	-9	-3	3	0

# The results go on.
item	SMILES	CHRM5 agonist	CRFBP-R2 block	CRFR2-BP ag	M4 ag	M5 antag
16	O=C(CSc1nc2ccccc2c(=O)[nH]1)Nc1ccc(N2CCOCC2)cc1	-3	13	-0.6	0	0
17	CCN(CC)C(=O)CSc1ncnc2c1nnn2-c1ccc(F)cc1	-3	4	-1.9	1	6
18	Cc1cc(OCC(=O)NCCO)cc(C)c1Cl	1	-5	-1.5	1	-5
19	CCCc1cc(=O)[nH]c(SC(CC)C(=O)Nc2ccccc2C#N)n1 (stereo not drawn)	2	-5	-1.0	-1	-7
20	CCN(CC(=O)Nc1c(F)cccc1F)C(=O)CNC(=O)c1ccc2c(c1)OCO2	-3	-3	-0.5	1	6
21	CCC1COCCS(=O)(=O)N1Cc1cccc(C(F)(F)F)c1 (stereo not drawn)	5	3	-4.8	1	0
22	CC(C)OC(=O)CSc1nnc(-c2ccccn2)n1N	2	5	0.2	0	0
23	C[C@@H]1NC(=O)[C@H](CCC(=O)O)NC(=O)c2cc([N+](=O)[O-])cc(F)c2NCCC[C@@H](C(N)=O)NC1=O	0	7	-2.2	0	3
24	Cc1nc2ccc([N+](=O)[O-])cc2c(=O)n1Cc1ccccc1Br	4	-3	-0.2	4	-4
25	COC(=O)c1ccc(CSc2ccc(S(=O)(=O)N3CCCCC3)cn2)cc1	4	5	5.3	2	4
26	CN(CC(=O)Nc1cccc(F)c1)C(=O)CCc1nc2sc3c(c2c(=O)[nH]1)CCCC3	-2	-5	0.4	1	-13
27	CC(=O)NC12CC3CC(C1)CC(C(=O)OCC(=O)c1cc(C)n(C)c1C)(C3)C2	6	-4	-0.1	18	15
28	CC(C)C1C(=O)N(Cc2cn(CCC3OCCCO3)nn2)CCS(=O)(=O)N1Cc1ccc(-c2cccc(N(C)C)c2)cc1 (stereo not drawn)	2	-8	-0.6	2	3
29	O=C1CS/C(=C\[N+](=O)[O-])N1c1ccccc1	1	-10	25	1	-3
30	CS(=O)(=O)N(CC(=O)NCc1ccccc1)C1CCCCC1	-5	-4	-0.7	2	-6

item	CHRM1 PAM	CHRM4 PAM	CHRM5 PAM	CHRM4 antagonist
16	2	4	-2	-5
17	13	2	-6	2
18	2	1	4	-2
19	12	6	3	-4
20	3	1	3	6
21	16	5	4	-5
22	7	6	0	-8
23	-3	5	7	-5
24	1	6	6	-15
25	-9	3	6	4
26	3	1	6	-12
27	-1	-3	-20	14
28	2	0	-2	-7
29	8	-2	0	2
30	3	2	0	-3

# Structures from the list above that contain fluorine (5):
item	SMILES	CHRM5 agonist	CRFBP-R2 block	CRFR2-BP ag	M4 ag	M5 antag
17	CCN(CC)C(=O)CSc1ncnc2c1nnn2-c1ccc(F)cc1	-3	4	-1.9	1	6
20	CCN(CC(=O)Nc1c(F)cccc1F)C(=O)CNC(=O)c1ccc2c(c1)OCO2	-3	-3	-0.5	1	6
21	CCC1COCCS(=O)(=O)N1Cc1cccc(C(F)(F)F)c1 (stereo not drawn)	5	3	-4.8	1	0
23	C[C@@H]1NC(=O)[C@H](CCC(=O)O)NC(=O)c2cc([N+](=O)[O-])cc(F)c2NCCC[C@@H](C(N)=O)NC1=O	0	7	-2.2	0	3
26	CN(CC(=O)Nc1cccc(F)c1)C(=O)CCc1nc2sc3c(c2c(=O)[nH]1)CCCC3	-2	-5	0.4	1	-13

item	CHRM1 PAM	CHRM4 PAM	CHRM5 PAM	CHRM4 antagonist
17	13	2	-6	2
20	3	1	3	6
21	16	5	4	-5
23	-3	5	7	-5
26	3	1	6	-12

# Continued.
item	SMILES	CHRM5 agonist	CRFBP-R2 block	CRFR2-BP ag	M4 ag	M5 antag
31	COc1ccccc1NC(=O)CC1S/C(=N/N=C(\C)C2CCCCC2)NC1=O (stereo not drawn)	-3	-9	0.3	1	-14
32	CC1=N/C(=C/c2cccnc2)C(=O)O1	-1	2	0.3	0	12
33	c1ccc2scnc2c1	2	0	-0.5	1	1
34	COc1c(S(=O)(=O)N2CCCC2)ccc(Cl)c1Cl	-8	-2	-1.0	1	-15
35	CCN(CC(=O)NCCc1ccccc1)S(=O)(=O)c1ccccc1	0	12	1.5	3	-11
36	COc1ccc(OC)c(C2=CC(=O)C[C@H](c3ccc(F)cc3)C2)c1	-2	1	-2.6	-1	-3
37	CC(=O)c1c(C)nc(-c2cccc([N+](=O)[O-])c2)n1O	-2	-6	0.2	2	12
38	CCC(C)Sc1nc2c([nH]c3ccccc32)c(=O)n1C (stereo not drawn)	1	-27	0.2	-1	-3
39	Cc1cc(C)n(-c2nncc(-c3ccccc3)n2)n1	-2	5	2.6	1	2
40	COc1ccc(CCN2C(=O)CC(N3CCOCC3)C2=O)cc1 (stereo not drawn)	0	27	-1.0	0	-9
41	C[C@H](c1ccccc1)N1C[C@H](COCc2ccccc2)Oc2cc(N3CC[C@@H](N(C)C)C3)ccc2S1(=O)=O	1	/	/	1	-2
42	CCOc1ccccc1C=NNC(=O)C1CC1	-2	-21	-2.2	1	11
43	COc1cc(Cn2c(-c3ccc(O)c(OC)c3)nc3ccccc32)ccc1O	-3	1	-1.3	8	4
44	COc1cc(OC)c(C2=NOC(C(=O)N3CCN(C(=O)c4ccco4)CC3)C2)cc1Cl (stereo not drawn)	0	1	-1.4	4	-3
45	CC1N(C)c2cc(NC(=O)c3ccco3)c(P(=O)(Nc3ccc([N+](=O)[O-])cc3)N3CCOCC3)cc2C1(C)C (stereo not drawn)	6	-26	-1.5	6	-1
46	COc1ccc(CCNC(=O)C2CCN(Cc3nc(-c4cccc(Cl)c4)oc3C)CC2)cc1OC	0	-14	-1.5	10	-4
47	COc1ccc(C2OC(=O)CC2C(=O)NC(C)C)cc1 (stereo not drawn)	0	-15	6.5	1	-2
48	COc1ccc(C(=O)N/N=C\C(C)=C\c2ccccc2)cc1OC	3	9	-3.5	3	3

item	CHRM1 PAM	CHRM4 PAM	CHRM5 PAM	CHRM4 antagonist
31	15	2	8	1
32	9	7	-2	-6
33	8	7	4	-3
34	4	5	4	-3
35	10	0	-2	-1
36	1	1	3	-9
37	9	10	-5	-2
38	7	1	3	-2
39	10	0	0	1
40	8	-2	8	-4
41	/	11	-4	-8
42	-1	4	1	-1
43	11	-11	-4	-1
44	6	6	-3	-4
45	7	1	-7	1
46	0	-1	0	-22
47	5	0	-2	-12
48	1	-8	-4	0
